# HEK293 tox – kills HEK 293 cells; HEK 293 viability, ATP luminescence (CellTiter-Glo), 48-72 h; Potency, µM (titrated, usually from 115 µM), inactives show at the top dose activity change, negative = cytotoxicity, most hits filed as inhibitors; 94,000 compounds, 6.6% hits; also: potency is read from the fitted curve at half-maximal effect; nearly all actives have a fitted effect of over 60% in size
#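 HEK 293 seeded at 250 cells/well receive compound via pintool. After 48 or 72 hr at 37 degree Celsius, 5% CO2 and 95% humidity, CellTiter-Glo is dispensed and luminescence read following 10 min at room temperature.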
# IP6K1 inh – IP6K1 kinase inhibition. Q92551. IP6K1 kinase, ADP-Glo luminescence, 2 h; active compounds read low. activity change, % (series mostly up to about 58 µM). 140,000 compounds, 0.81% hits. AID 1645851; in the data active = activity change below about -25%
# Target sequence (Q92551 whole entry, looked up): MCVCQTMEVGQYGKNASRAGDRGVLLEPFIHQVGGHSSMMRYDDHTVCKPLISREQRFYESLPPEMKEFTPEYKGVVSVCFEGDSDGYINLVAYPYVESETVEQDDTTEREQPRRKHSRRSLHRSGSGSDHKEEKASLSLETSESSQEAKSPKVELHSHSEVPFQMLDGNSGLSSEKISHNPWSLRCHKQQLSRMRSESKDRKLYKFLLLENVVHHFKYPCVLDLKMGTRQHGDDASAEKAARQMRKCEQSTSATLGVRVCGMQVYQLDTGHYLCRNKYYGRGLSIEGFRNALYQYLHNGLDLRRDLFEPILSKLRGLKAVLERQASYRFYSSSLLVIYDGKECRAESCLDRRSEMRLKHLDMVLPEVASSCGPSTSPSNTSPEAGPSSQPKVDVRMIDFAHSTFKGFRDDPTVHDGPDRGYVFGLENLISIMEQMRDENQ
#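 ADP-Glo luminescence measures ADP made by human IP6K1 during a 2 h RT reaction with ATP/IP6 (mix at 1.3 mM/130 uM); top library doses 57.5 and 19.1 uM final.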
# HEK293 viab – counter-screen for SNCA expression inhibitors: cell viability | HEK-293-SNCA-luc viability, GF-AFC fluorescence, 24 h | Potency, µM (titrated, usually from 57.1 µM), for inactives: at the top dose activity change, negative = cytotoxicity, actives largely listed as cytotoxic | 150,000 compounds, 0.12% hits | AID 1671193;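 also: potency is read from the fitted curve at half-maximal effect; 0% = DMSO-treated cells and -100% = medium-only wells without cells; nearly all actives have a fitted effect of over 30% in size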
#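 Cytotoxicity counterscreen: after 24 h compound treatment of genome-edited SNCA-luciferase HEK-293 cells, live-cell protease substrate GF-AFC read by fluorescence after 30 min; activity scaled between DMSO (0%) and medium-only (-100%), curves Hill-fitted.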
# NIH3T3 tox – NIH 3T3 cell cytotoxicity. AID 1345082. 94,000 compounds, 4.3% hits. Potency, µM (top dose mostly 96.7 µM), for the others: at the top dose activity change, negative = cytotoxicity, most hits filed as inhibitors. NIH 3T3 viability, CellTiter-Glo ATP luminescence, 48-72 h; also: potency is read from the fitted curve at half-maximal effect; nearly all actives have a fitted effect of over 55% in size
#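 ATP-dependent luminescence (CellTiter-Glo) served as the viability signal for NIH 3T3 cells treated with compound for 48 or 72 hr at 37 °C.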
# SNCA expr inhib – inhibitors of alpha-synuclein (SNCA) gene expression; 140,000 compounds, 0.17% hits; Potency, µM (top dose mostly 57.2 µM), inactives show at the highest dose activity change, negative = inhibition, usual class: inhibitors; HEK-293 SNCA-luciferase knock-in, luminescence, 24 h; AID 1671194;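 also: potency is read from the fitted curve at half-maximal effect; plate controls were DMSO cells for no effect and cell-free wells for full effect; nearly all actives have a fitted effect of over 45% in size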
# FLuc inh – Photinus pyralis luciferase inhibition. P08659. purified P. pyralis luciferase, luminescence, biochemical. Potency, µM (series often up to 115 µM), inactives show at the highest dose activity change, negative = inhibition, hits mostly inhibitors. 76,000 compounds, 2.5% hits. AID 1347043; also: potency is read from the fitted curve at half-maximal effect; nearly all actives have a fitted effect of over 65% in size
# Target sequence (P08659 whole entry, looked up): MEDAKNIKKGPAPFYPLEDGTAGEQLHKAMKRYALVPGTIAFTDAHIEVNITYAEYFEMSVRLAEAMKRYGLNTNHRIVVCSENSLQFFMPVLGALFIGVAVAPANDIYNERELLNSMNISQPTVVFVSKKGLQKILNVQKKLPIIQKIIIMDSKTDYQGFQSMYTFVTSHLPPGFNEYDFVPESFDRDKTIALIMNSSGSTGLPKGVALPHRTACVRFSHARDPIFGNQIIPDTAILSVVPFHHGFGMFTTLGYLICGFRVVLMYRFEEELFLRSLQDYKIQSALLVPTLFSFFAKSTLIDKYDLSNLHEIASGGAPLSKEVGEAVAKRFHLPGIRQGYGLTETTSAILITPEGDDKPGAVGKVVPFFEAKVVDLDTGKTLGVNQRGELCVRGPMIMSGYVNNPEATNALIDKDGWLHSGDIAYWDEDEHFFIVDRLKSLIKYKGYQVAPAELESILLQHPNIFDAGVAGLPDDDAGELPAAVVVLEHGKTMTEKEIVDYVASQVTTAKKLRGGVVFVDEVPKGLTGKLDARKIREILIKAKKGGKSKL
#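 Luminescence read by CCD imaging after purified firefly luciferase (10nM final) was added to substrate buffer holding 10uM D-luciferin and 10uM ATP, pH 7.5, pre-dosed with compound.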
# GPT2 inhibitor – blocks human glutamate pyruvate transaminase 2; Recombinant GPT2, coupled pyruvate oxidase/HRP Amplex Red fluorescence; Potency, µM (doses to about 57.7 µM), for the others: at the highest dose activity change, negative = inhibition, hits mostly inhibitors; 100,000 compounds, 0.25% hits; Q8TD30; also: potency is read from the fitted curve at half-maximal effect; nearly all actives have a fitted effect of over 60% in size; many of its hits are not listed in these tables
#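 Recombinant GPT2 (10ng/uL) with 250uM a-KG and 2mM L-alanine, 30 min at room temperature, in HEPES pH 7.5 buffer. Pyruvate detected by pyruvate oxidase/HRP/Amplex Red fluorescence after 30 min in the dark; AOA (50uM) as positive control.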
# * hit, by the source's call; i = inactive; ? = inconclusive; . = not tested or not shown; [ ] = remark or other dose. Unless noted, calls follow the shape of the dose curve; as a rule, active = well fitted curve in the direction sought with a large enough effect; inconclusive = small, poorly fitted or top-dose-only effect, or another doubt; inactive = no such curve, though single readings can be large; an effect the other way counts as inactive or inconclusive. Unless noted, % is scaled to controls: 0 for no effect and ±100 for the full control effect. An excerpt. The share of hits here may be higher or lower than overall.
1	O=C(c1ccccc1)N1CCC(Oc2ncccc2C(=O)N2CCCCC2)C1 (stereo not given)
2	COc1ccc(-n2c3c(cc(-c4nc(-c5ccc(Cl)cc5)cs4)c2=O)C(=O)CC(C)(C)C3)cc1Cl
3	O=C([C@@H]1C[C@H](Oc2ccccc2)CN1C(=O)C1CCC1)N1CCOCC1
4	C=CCC1=C[C@]2(OC)[C@H](C)[C@@H](c3ccc4c(c3)OCO4)O[C@]2(OC)CC1=O
5	Clc1cccc(-n2ncc3c(NCCC4=CCCCC4)ncnc32)c1
6	Cc1cc(C)cc(C(=O)N2CCC(c3n[nH]c(=O)n3Cc3ccc(F)cc3)CC2)c1
7	COCCN1C(=O)c2cccn2CC1CNC(=O)Cc1cccc(F)c1 (stereo not given)
8	O=C(Nc1ccc(Cl)cc1Cl)c1cnn2c1CN(C(=O)OCc1ccccc1)CC2
Compound,1,2,3,4,5,6,7,8
HEK293 tox,-9%,.,-19%,.,.,-29%,-11%,-25%
IP6K1 inh,6,30,-11,3,-7,-16,12,-5
HEK293 viab,9%,-3%,2%,-4%,-7%,-8%,3%,3%
NIH3T3 tox,-9%,.,-8%,.,.,-29%,5%,?
SNCA expr inhib,14%,3%,31%[activator],.,-5%,-18%,-11%,?
FLuc inh,-3%,.,-3%,.,.,-1%,2%,.
GPT2 inhibitor,i,.,-5%,-14%[27.3 µM],.,4%,i,i

9	O=C(Cc1ccccc1)NCC1CN(C(=O)Cc2cccc(C(F)(F)F)c2)CC12CN(c1ccccc1)C2 (stereo not given)
10	COc1ccccc1-n1c(=O)c(C(=O)N2CCN(C(=O)Nc3ccc(Cl)cc3)CC2)nc2cccnc21
11	Cc1ccc(NC(=O)CSc2nccn2Cc2ccc3c(c2)OCO3)c(C)c1
12	COc1ccc(NC(=O)CSc2nc(C)cc(C)c2C(=O)Nc2cccc(C)c2)cc1
13	COC[C@H]1C[C@@H](NC(=O)c2ccc(OC)cc2)[C@H](O)[C@@H]1O
14	Cc1nncn1C1CCN(S(=O)(=O)c2ccc(C(C)C)cc2)CC1
15	COC[C@H]1CCCN1Cc1nc(C2(O)CCN(C(=O)Nc3ccc(F)cc3)CC2)cs1
16	CCCC(=O)N1CCn2c(nnc2[C@@H]2C[C@@H](O)CN2Cc2ccccc2)C1
Compound,9,10,11,12,13,14,15,16
HEK293 tox,?,i,.,.,i,-2%,-18%,-4%
IP6K1 inh,-1,7,-5,-12,13,-1,8,-3
HEK293 viab,-17%,-11%,2%,-9%,1%[87.6 µM],2%,2%,-2%[12.5 µM]
NIH3T3 tox,?,-14%,.,.,i,-21%,?,-8%
SNCA expr inhib,-30%,-2%,21%,10%,-11%[87.6 µM],-9%,23%,35%[activator]
FLuc inh,-5%,.,.,.,14%[172 µM],-3%,-18%,-2%
GPT2 inhibitor,i,i,.,.,-5%[88.5 µM],-13%,3%,i

# Part of the list above, with tabs:
No.	mol	HEK293 tox	IP6K1 inh	HEK293 viab	NIH3T3 tox	SNCA expr inhib	FLuc inh	GPT2 inhibitor
4	C=CCC1=C[C@]2(OC)[C@H](C)[C@@H](c3ccc4c(c3)OCO4)O[C@]2(OC)CC1=O	.	3	-4%	.	.	.	-14%[27.3 µM]
5	Clc1cccc(-n2ncc3c(NCCC4=CCCCC4)ncnc32)c1	.	-7	-7%	.	-5%	.	.
6	Cc1cc(C)cc(C(=O)N2CCC(c3n[nH]c(=O)n3Cc3ccc(F)cc3)CC2)c1	-29%	-16	-8%	-29%	-18%	-1%	4%
7	COCCN1C(=O)c2cccn2CC1CNC(=O)Cc1cccc(F)c1 (stereo not given)	-11%	12	3%	5%	-11%	2%	i
8	O=C(Nc1ccc(Cl)cc1Cl)c1cnn2c1CN(C(=O)OCc1ccccc1)CC2	-25%	-5	3%	?	?	.	i
9	O=C(Cc1ccccc1)NCC1CN(C(=O)Cc2cccc(C(F)(F)F)c2)CC12CN(c1ccccc1)C2 (stereo not given)	?	-1	-17%	?	-30%	-5%	i
10	COc1ccccc1-n1c(=O)c(C(=O)N2CCN(C(=O)Nc3ccc(Cl)cc3)CC2)nc2cccnc21	i	7	-11%	-14%	-2%	.	i
11	Cc1ccc(NC(=O)CSc2nccn2Cc2ccc3c(c2)OCO3)c(C)c1	.	-5	2%	.	21%	.	.
12	COc1ccc(NC(=O)CSc2nc(C)cc(C)c2C(=O)Nc2cccc(C)c2)cc1	.	-12	-9%	.	10%	.	.
13	COC[C@H]1C[C@@H](NC(=O)c2ccc(OC)cc2)[C@H](O)[C@@H]1O	i	13	1%[87.6 µM]	i	-11%[87.6 µM]	14%[172 µM]	-5%[88.5 µM]

# (next part)
17	NC(=O)[C@@H]1CN(C(=O)C2CCCC2)C[C@H]1COc1ccccc1
18	CCC(=O)N1CCc2c(sc3ncnc(NCc4cccnc4)c23)C1
19	Cc1cccc(NC(=O)CSc2cn(CC(=O)N3CCCCCC3)c3ccccc23)c1
20	NC(=O)[C@@H](Cc1c[nH]c2ccccc12)NC(=O)[C@@H]1CN(S(=O)(=O)c2ccccc2)CCN1C(=O)C1CCNCC1
21	CNC(=O)[C@H]1C[C@]2(CCCCNC2=O)N(C(=O)c2cccc(C#N)c2)[C@H]1c1ccco1
22	COc1ccc(C2(C(=O)NCCc3ncc(C)n3C3CC3)CC2)cc1
23	Cc1ccc(-c2csc(=Nc3ccccc3)n2Cc2ccc3c(c2)OCO3)cc1
24	CCN(CC)CCNC(=O)c1ccc(-c2nc(CN3CCc4ccccc43)c(C)o2)cc1
Compound,17,18,19,20,21,22,23,24
HEK293 tox,2%,-7%,.,0%,-2%,?,.,.
IP6K1 inh,0,-3,-41*,8,2,1,-13,5
HEK293 viab,15%,5%,-21%,1%,.,2%,-4%,2%
NIH3T3 tox,-8%,-14%,.,i,?,-28%,.,.
SNCA expr inhib,-13%,-27%,?,-11%,.,4%,110%[activator],2%
FLuc inh,8%,-6%,.,1%,.,-2%,.,.
GPT2 inhibitor,i,i,.,-26%,.,i,.,.

# 2 records drawn at random from those above:
19	Cc1cccc(NC(=O)CSc2cn(CC(=O)N3CCCCCC3)c3ccccc23)c1
22	COc1ccc(C2(C(=O)NCCc3ncc(C)n3C3CC3)CC2)cc1
Compound,19,22
HEK293 tox,.,?
IP6K1 inh,-41*,1
HEK293 viab,-21%,2%
NIH3T3 tox,.,-28%
SNCA expr inhib,?,4%
FLuc inh,.,-2%
GPT2 inhibitor,.,i

# Carrying on:
25	O=Cc1cccc(-c2ccc(C(=O)O)cn2)c1
26	CC(C)Cn1c(=O)c(C(=O)NCc2ccc(F)cc2)nc2cccnc21
27	N#Cc1ccc(C(=O)N2C[C@@H]3C[C@H](C2)c2ccc(-c4ccc(OC(F)(F)F)cc4)c(=O)n2C3)cc1
28	Cc1nn(-c2ccccc2)c2c1C(C1CC1)N(CC1CN(C(=O)Nc3ccc(Cl)cc3)C1)C2=O (stereo not given)
29	COc1ccccc1C(=O)N1CCC(C)(C(=O)O)CC1
30	O=C(c1ccc(-n2ccnc2)cc1)N1CCN(c2cccc(Cl)c2)C(=O)C1
31	Cc1cc(C(=O)N2CCC(OCCOc3ccc(F)cc3)CC2)nn1C
32	CC(=O)c1cc(-c2nc(C3CCOC3)no2)cs1 (stereo not given)
Compound,25,26,27,28,29,30,31,32
HEK293 tox,i,?,-17%,?,i,-18%,-11%,-33%
IP6K1 inh,-16,8,-3,-5,0,3,12,-12
HEK293 viab,-6%[87.6 µM],0%,10%,.,2%[87.6 µM],-5%,9%[12.5 µM],-2%
NIH3T3 tox,i,?,?,?,-3%[138 µM],-25%,-4%,-21%
SNCA expr inhib,-13%[87.6 µM],0%,24%,.,-21%[87.6 µM],-26%,-1%,50%[activator]
FLuc inh,.,.,1%,.,.,3%,-3%,-15%
GPT2 inhibitor,i,?,-10%,.,i,i,-1%,-9%

33	Cc1ccncc1C(=O)N1CCC(N2CC3(CCCCC3)C2c2ccncc2)CC1 (stereo not given)
34	O=C(O)C=Cc1ccc(Cn2ccnc2)cc1
35	CC1(C)CCC2(C(=O)O)C(O)CC3(C)C(=CCC4C5(C)CCC(OC6OC(CO)C(O)C(O)C6OC6OC(CO)C(O)C(O)C6OC6OCC(O)(CO)C6O)C(C)(C)C5CCC43C)C2C1 (stereo not given)
36	O=C1c2cnc(-c3cc4ccccc4o3)nc2OCCN1CC1CC1
37	Cc1cc(C)cc(NC(=O)NCCn2nnc3cc(S(=O)(=O)N(C)C)ccc32)c1
38	Cc1nc(C#Cc2ccnc(Cl)c2)c(C)n1-c1ccc(OC(F)(F)F)cc1
39	COc1ccc(-c2ccccc2)cc1N1C(=O)[C@@H]2C[C@H]1CN2C(=O)[C@H]1CCCN1
40	CN1CC2(CCN(S(C)(=O)=O)CC2)CC1C(=O)N1CCOCC1 (stereo not given)
Compound,33,34,35,36,37,38,39,40
HEK293 tox,-21%,.,.,?,.,.,-9%,-9%
IP6K1 inh,6,.,11,-8,-24,5,-13,-14
HEK293 viab,3%,-2%,5%[12.5 µM],-4%[87.6 µM],1%,?,-2%,-1%
NIH3T3 tox,-17%,.,.,?,.,.,?,-10%
SNCA expr inhib,35%[activator],-4%,.,?,-7%,.,?,-19%
FLuc inh,.,.,.,?,.,.,0%,-12%
GPT2 inhibitor,5%,4%,-7%[17.1 µM],?,.,1%,4%,1%

41	COc1ccccc1NC(=O)CSC1=Nc2ccccc2C2=NC(CC(=O)NCc3ccco3)C(=O)N12 (stereo not given)
42	CN1C[C@H](O)C[C@H]1c1nnc2n1CCN(C(=O)c1cccnc1)CC2
43	COc1c(C)c(OCC=C(C)C)cc2c1COC2=O
44	CC1=CC(=O)C2C(C)(C)CCCC2(C)C12CCC1(COC(=O)C1)O2 (stereo not given)
45	CCOc1ccccc1N(C)C(=O)c1nn(-c2ccc(C)cc2)c(=O)c2c1c1ccccc1n2C
46	CCC(CC)NC(=O)[C@H]1CN(Cc2ccccc2)C[C@H]1C(=O)O
47	CCCN(CC1CCOC1)C(=O)Nc1c(C)cccc1C (stereo not given)
48	CCOC(=O)c1c(S(=O)(=O)N2CCCC(C(=O)Nc3cccc(C)n3)C2)c(C)n(C)c1C (stereo not given)
49	Cc1ccc(C(=O)N[C@H]2CO[C@H]3[C@@H]2OC[C@@H]3Nc2nccc(-c3ccc4c(c3)OCO4)n2)cc1
Compound,41,42,43,44,45,46,47,48,49
HEK293 tox,.,i,.,.,.,5%,5%,.,?
IP6K1 inh,19,0,-11,-7,34,8,9,10,-4
HEK293 viab,9%,8%,-1%,-12%,-2%,6%,8%,2%,-8%
NIH3T3 tox,.,i,.,.,.,0%,i,.,?
SNCA expr inhib,38%[activator],-15%,.,.,-21%,0%,5%,2%,-1%
FLuc inh,.,-2%,.,.,.,.,-6%,.,-6%
GPT2 inhibitor,.,i,-8%,3%[27.3 µM],.,-7%,-8%,.,?
